XBP1 UPR activ – activators of adaptive XBP1 UPR arm, primary screen, cell-based, CHO-XBP1 luciferase reporter, luminescence, uHTS. activation, % at 20 µM. IRE1-XBP1 UPR activation; percent of tunicamycin response, DMSO as zero. AID 463104, 2010. 330,000 tested, 0.33% active;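 active means versus positive control, 20 µM dose yields 30% or more activation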;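 further: 100% = tunicamycin at 10 µg/mL and 0% = DMSO only wells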
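Assay system: IRE1-XBP1 luciferase reporter CHO line. Input: 1000 cells/well. Buffer or medium: F12 with 10% serum. Doses: 20 µM, 1% DMSO. Times: overnight seeding at 37 °C, 6 h compound treatment at 37 °C. Technique: Steady-Glo luciferase glow luminescence, 10 min after reagent addition.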
697 NFkB inh – inhibitors of PMA/ionomycin-induced NF-kB reporter, 697 cells, primary screen, B-cell NF-kB inhibitor project, cell-based, luminescence, uHTS | 697 B-cell NF-kB luciferase reporter, 16 h | inhibition, % at 4 µM | 330,000 tested, 0.33% active | AID 435022, 2010; in the data active means inhibition above about 35%
Mdm2 MdmX PPI – inhibitors of human Mdm2-MdmX association, primary screen, cell-based, luminescence, split luciferase, SaOS-2, uHTS | inhibition, % at 8 µM | SaOS-2 split-luciferase Mdm2/MdmX complementation | Protein Mdm4 (Homo sapiens) + E3 ubiquitin-protein ligase Mdm2 (Homo sapiens), … | 330,000 tested, 3% active | AID 485346, 2010;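 active means inhibition of at least 50% at 8 µM in the primary screen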
Target sequence (O15151 whole entry, looked up): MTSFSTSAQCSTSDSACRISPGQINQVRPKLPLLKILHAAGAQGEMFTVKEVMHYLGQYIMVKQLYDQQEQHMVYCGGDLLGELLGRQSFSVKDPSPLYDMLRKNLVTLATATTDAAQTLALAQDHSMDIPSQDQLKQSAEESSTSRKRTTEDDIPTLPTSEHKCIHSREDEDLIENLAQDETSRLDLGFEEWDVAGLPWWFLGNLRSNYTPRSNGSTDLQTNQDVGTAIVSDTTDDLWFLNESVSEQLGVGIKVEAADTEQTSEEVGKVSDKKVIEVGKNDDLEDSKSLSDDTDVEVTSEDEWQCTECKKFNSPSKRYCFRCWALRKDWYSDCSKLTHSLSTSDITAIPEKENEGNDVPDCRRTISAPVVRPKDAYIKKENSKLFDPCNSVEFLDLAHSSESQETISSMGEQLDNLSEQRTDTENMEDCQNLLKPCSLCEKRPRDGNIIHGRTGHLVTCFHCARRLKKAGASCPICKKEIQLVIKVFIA
Target sequence (Q00987 whole entry, looked up): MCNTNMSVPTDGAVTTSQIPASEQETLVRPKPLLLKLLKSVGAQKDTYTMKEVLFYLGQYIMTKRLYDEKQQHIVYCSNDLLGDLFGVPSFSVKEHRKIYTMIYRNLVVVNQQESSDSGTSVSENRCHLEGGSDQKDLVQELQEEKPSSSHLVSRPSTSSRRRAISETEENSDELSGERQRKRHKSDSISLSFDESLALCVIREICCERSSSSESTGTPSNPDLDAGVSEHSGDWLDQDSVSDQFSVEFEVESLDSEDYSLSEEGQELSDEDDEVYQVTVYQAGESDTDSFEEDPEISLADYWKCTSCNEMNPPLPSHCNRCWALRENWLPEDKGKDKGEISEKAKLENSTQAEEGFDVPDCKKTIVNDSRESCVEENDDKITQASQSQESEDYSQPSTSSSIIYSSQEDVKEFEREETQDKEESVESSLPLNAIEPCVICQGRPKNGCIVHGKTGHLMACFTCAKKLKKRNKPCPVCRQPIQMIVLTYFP
APJ agonist – agonists of human apelin receptor APJ, primary screen, CHO-K1 cells, PathHunter beta-arrestin, luminescence | 330,000 tested, 0.11% active | 0% DMSO wells, 100% apelin | activation, % at 20 µM | P35414;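 active means activation more than six SD over the plate average, tested at 20 µM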;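 further: 0% = DMSO alone and 100% = apelin-13 at 10 nM; some results filed as inactive read as strong as hits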
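Assay system: CHO-K1 cells stably expressing ProLink-tagged human APJ and arrestin–beta-gal acceptor. Compound dosing: 20 µM single point, 1% DMSO. Times: 16-18 h seeding, 90 min dark compound exposure, 60 min detection. Detection: beta-gal luminescence. Evaluation: APJ–arrestin association signal. Controls: negative DMSO alone, positive Apelin-13 at 10 nM.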
tim23-1 inh – growth inhibitors of tim23-1 mutant yeast, primary screen, luminescence, uHTS; inhibition, % at 20 µM; S. cerevisiae tim23-1 growth, BacTiter-Glo luminescence, 24 h; 330,000 tested, 1.3% active; AID 463212, 2010;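 active means growth inhibition of the mutant yeast at or above 50%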;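 further: temperature-sensitive mutant grown at 25 °C; plate controls were DMSO-treated mutant yeast for no effect and medium wells lacking yeast for full effect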
Jurkat NFkB inh – inhibitors of induced NF-kB luciferase reporter, primary screen, TCR NF-kB activation inhibitor project, cell-based, luminescence, uHTS | Jurkat, PMA/ionomycin-induced NF-kB luciferase reporter | inhibition, % at 4 µM | 330,000 tested, 0.53% active | AID 435003, 2010; in the data active means inhibition above about 50%
UPR CHOP act – activators of apoptotic CHOP UPR arm, primary screen, cell-based, CHO-CHOP luciferase reporter, luminescence, uHTS; UPR activation; percent of tunicamycin response over DMSO baseline; activation, % at 10 µM; 330,000 tested, 0.34% active; AID 449763, 2010;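 active means at 10 µM dose, activation of 40% or more, normalized to positive control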;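 further: 100% = tunicamycin at 10 µg/mL and 0% = DMSO alone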
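Assay system: CHO-CHOP cells, stable luciferase reporter of PERK-eIF2a-CHOP signalling / Buffer or medium: F12 plus 10% serum / Compound dosing: one dose, 10 µM in 0.5% DMSO / Times: 6 h compound treatment, 37 °C / Technique: luciferase luminescence / Read-out: % reporter activation, DMSO baseline versus tunicamycin full activation / Benchmarks: tunicamycin and DMSO controls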
APJ antag – antagonists of human apelin receptor APJ, primary screen, CHO-K1 cells, beta-arrestin complementation, luminescence | P35414 | inhibition, % at 20 µM | 330,000 tested, 0.32% active;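 active means inhibition above about 40% at 20 µM, limit read from the data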;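 further: cells challenged with 10 nM apelin-13 agonist together with compound; plate controls were apelin-13 plus DMSO wells for no effect and DMSO wells lacking apelin-13 for full effect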
An asterisk follows results filed as active.

1: O=C1C=C(c2ccc3ncccc3c2)C[C@@H](c2ccc(F)cc2)C1
2: CNC(=O)c1sc(N2N=C3/C(=C/c4ccccc4)CCCC3C2c2ccccc2)nc1C (stereo not given)
3: Cc1ccnc(N2CCCC(C(=O)NC3CC3)C2)n1 (stereo not given)
4: CCC(=O)N1CCN(c2ccc(NC(=O)c3cc4ccccc4o3)cc2Cl)CC1
5: Cc1cc(NC(=O)c2cccc(S(=O)(=O)N3CCOCC3)c2)c2ccccc2n1
6: O=C(Cc1cccc(NC(=O)C2CCN(C(=O)c3ccccc3)CC2)c1)Nc1cccc(C(=O)N2CCCC2)c1
7: O=C(NC1CCN(Cc2ccccc2)CC1)c1cc(-c2ccccn2)nc2ccccc12
8: Cc1ccc(NC(=O)CSc2nnc(Cc3csc(C)n3)o2)cc1
Compound,1,2,3,4,5,6,7,8
XBP1 UPR activ,0,0,2,-7,0,0,0,4
697 NFkB inh,-10,6,-4,-10,-1,-8,22,-3
Mdm2 MdmX PPI,32,34,12,82*,-19,-6,4,-43
APJ agonist,-4,-3,0,23,6,-3,-3,-1
tim23-1 inh,46,32,8,46,10,5,0,9
Jurkat NFkB inh,22,-2,-10,24,17,-15,12,-11
UPR CHOP act,0.9,0.1,-0.2,-2.0,1.4,-1.0,-0.4,5.2
APJ antag,9,-1,-6,-17,3,11,5,-20

One compound at a time, as listed above:
O=C(NC1CCN(Cc2ccccc2)CC1)c1cc(-c2ccccn2)nc2ccccc12 in the list: XBP1 UPR activ = 0; 697 NFkB inh = 22; Mdm2 MdmX PPI = 4; APJ agonist = -3; tim23-1 inh = 0; Jurkat NFkB inh = 12; UPR CHOP act = -0.4; APJ antag = 5
CNC(=O)c1sc(N2N=C3/C(=C/c4ccccc4)CCCC3C2c2ccccc2)nc1C (stereo not given) in the list: XBP1 UPR activ = 0; 697 NFkB inh = 6; Mdm2 MdmX PPI = 34; APJ agonist = -3; tim23-1 inh = 32; Jurkat NFkB inh = -2; UPR CHOP act = 0.1; APJ antag = -1
Cc1cc(NC(=O)c2cccc(S(=O)(=O)N3CCOCC3)c2)c2ccccc2n1 in the list: XBP1 UPR activ = 0; 697 NFkB inh = -1; Mdm2 MdmX PPI = -19; APJ agonist = 6; tim23-1 inh = 10; Jurkat NFkB inh = 17; UPR CHOP act = 1.4; APJ antag = 3

(cont.)
9: O=C(CN(Cc1cccs1)C(=O)c1csnn1)NC1CCCC1
10: C=CCn1c(=O)c2ccccc2n2c(SC(C)C(=O)Nc3nc(-c4ccccc4)cs3)nnc12 (stereo not given)
11: CC(C)(C)NC(=O)c1cnn(-c2ccccc2)c1NC(=O)c1ccccc1
12: COC(=O)c1ccc(NC(=O)Cn2nc(C)cc2C)cc1
13: COc1ccc(NC(=O)CC2SC(N3CCCCC3)=NC2=O)cc1OC (stereo not given)
14: CC(C)Cc1nc(C(N)=O)c2[nH]c(=O)n(-c3ccc(F)cc3)c2n1
15: O=S(=O)(NCCCc1ccccc1)c1ccccc1
16: COc1ccc(Nc2nc(N)nc(CSC(=S)N3CCCCC3C)n2)cc1 (stereo not given)
Compound,9,10,11,12,13,14,15,16
XBP1 UPR activ,1,0,-3,-2,1,0,0,6
697 NFkB inh,16,-6,-9,-5,17,0,3,-23
Mdm2 MdmX PPI,6,13,-19,-16,25,-6,24,22
APJ agonist,3,1,-4,-5,-5,0,-2,6
tim23-1 inh,5,4,3,9,-8,7,18,53*
Jurkat NFkB inh,8,1,-10,-1,9,-3,6,7
UPR CHOP act,-0.3,1.3,-0.8,1.0,0.1,0.6,0.6,1.8
APJ antag,18,9,3,-20,4,0,-1,-26

17: CC(=O)NC(c1ccco1)c1cc(Cl)c2ccccc2c1O (stereo not given)
18: Cc1cc(C)c(OCC(=O)Nc2ccccc2N2CCCCC2)c(C)c1
19: COC(=O)c1onc(-c2c(C)cc(C)cc2C)c1C(=O)OC
20: NS(=O)(=O)c1ccc(CCNC(=O)CCCC2=NS(=O)(=O)c3ccccc3N2)cc1
21: CN(C)C(CNC(=O)C1CCN(S(=O)(=O)c2cccc(Cl)c2Cl)CC1)c1ccccc1 (stereo not given)
22: COc1ccc(Cc2nnc(NS(=O)(=O)c3ccccc3)s2)cc1
23: COc1ccc(NC(=O)CS(=O)(=O)c2ccc(Br)cc2)cc1
24: COc1ccc(-c2cc(C(=O)Nc3c(C)nn(Cc4ccccc4Cl)c3C)no2)cc1
Compound,17,18,19,20,21,22,23,24
XBP1 UPR activ,0,-3,-4,-2,1,1,2,0
697 NFkB inh,-5,-9,13,-3,5,15,7,-10
Mdm2 MdmX PPI,-17,20,7,35,12,23,-3,25
APJ agonist,4,10,-2,-2,-2,-3,-2,1
tim23-1 inh,32,8,4,-7,12,13,8,9
Jurkat NFkB inh,-3,-20,6,4,-6,9,8,12
UPR CHOP act,-0.2,0.7,1.9,2.8,-0.5,-0.2,2.3,0.2
APJ antag,-18,7,4,-3,17,0,9,26

25: Cc1cc(C(=O)COc2ncnc3sccc23)c(C)n1C
26: Cc1ccc(CNC(=O)CCn2nc(-c3ccc(Cl)cc3)ccc2=O)cc1
27: O=C(Nc1ccc(F)cc1)Nc1nnc(Cc2ccccc2F)s1
28: COc1cccc(C2C(C(=O)c3cc4ccccc4o3)=C(O)C(=O)N2CCN2CCOCC2)c1 (stereo not given)
29: Cc1ccc(S(=O)(=O)NCc2ccc(C(=O)N3CCN(Cc4ccccc4)CC3)cc2)cc1
30: CCOC(=O)c1ccc(-c2c(-c3ccccc3OC)sc3ccc(OC)cc23)cc1F
31: Cc1cc(=O)n(-c2ccccc2)n1C
32: Cc1ccc(C(=O)Nc2cc3[nH]c(=O)oc3cc2C)cc1
Compound,25,26,27,28,29,30,31,32
XBP1 UPR activ,-4,-1,-4,2,0,0,-1,4
697 NFkB inh,-77,6,12,-14,-8,-18,9,-2
Mdm2 MdmX PPI,-66,3,31,-5,17,-4,13,-6
APJ agonist,0,-2,1,-1,-1,-5,0,-1
tim23-1 inh,11,19,10,2,10,-6,-10,9
Jurkat NFkB inh,-33,-6,1,7,24,-17,-14,-12
UPR CHOP act,1.2,-0.7,2.0,1.2,0.5,0.4,-1.0,-1.2
APJ antag,-5,21,5,18,-12,7,10,7

A few values from above:
cpd 23 in APJ agonist is listed with -2
cpd 11 in Mdm2 MdmX PPI is listed with -19

Next structures
33: CCOC(=O)N1CCN(S(=O)(=O)c2ccc(C)cc2)C1c1ccc(OC)cc1 (stereo not given)
34: COC(=O)c1ccc(NC(=O)CCCCCn2nnc3ccccc3c2=O)cc1
35: CN(C)/C=C1\N=C(c2cccs2)OC1=O
36: C=CCc1ccccc1OCCNCCCOC
37: CSc1ccc(/C=N/NC(=O)CN2CCN(Cc3ccc(C)cc3)CC2)cc1
38: Cn1c(SCC(=O)c2ccccc2)nnc1-c1ccco1
39: COc1cccc(/C=N/NC(=O)C(=O)N/N=C/c2cccc(OC)c2OC)c1OC
40: CCOC(=O)c1sc(N)c(C(=O)OCC)c1COC(=O)C1CC(=O)N(Cc2ccco2)C1 (stereo not given)
Compound,33,34,35,36,37,38,39,40
XBP1 UPR activ,-2,-4,-6,-3,1,2,1,-2
697 NFkB inh,5,-6,10,16,-7,10,-8,-26
Mdm2 MdmX PPI,13,1,16,7,9,-22,29,3
APJ agonist,-4,0,-4,-3,-2,1,-2,-5
tim23-1 inh,23,15,-5,2,15,3,-32,9
Jurkat NFkB inh,-16,8,10,-3,-20,-14,-12,-11
UPR CHOP act,1.1,-0.1,0.3,0.2,0.2,2.8,1.0,0.1
APJ antag,-12,1,3,0,12,19,-23,17

41: O=C(O)CCSc1nc2ccccc2n1Cc1ccccc1
42: CC1CCN(S(=O)(=O)c2cccc(-c3csc(-c4cccnc4)n3)c2)CC1
43: COc1ccc(C(=O)C2CCN(C(=S)NCC3CCCO3)CC2)cc1 (stereo not given)
44: Cc1cc(C)n2nc(SCC3COc4ccccc4O3)nc2n1 (stereo not given)
45: COc1ccccc1CN(Cc1cc2cc(C)ccc2[nH]c1=O)Cc1nnnn1CC1CCCO1 (stereo not given)
46: CCC1(C)CC(C(CC(=O)O)c2ccc(C)cc2)CCO1 (stereo not given)
47: CCCCc1nc2cc(C(=O)N3CCC(OCCOC)CC3)ccc2o1
48: Cc1onc(-c2c(F)cccc2Cl)c1C(=O)NCCCN1CCOCC1
49: COc1cc(C(=O)Nc2cccnc2)cc(OC)c1OC
50: N#Cc1nc(-c2ccc(F)cc2)oc1NCc1ccco1
51: COC(=O)[C@]1(C)N[C@H](CN(C)C(=O)Nc2ccc(F)cc2)[C@@H]2C(=O)N(C)C(=O)[C@@H]21
Compound,41,42,43,44,45,46,47,48,49,50,51
XBP1 UPR activ,-2,3,-1,0,4,-2,-1,1,0,2,-2
697 NFkB inh,-2,-9,-35,-48,-14,6,-32,2,23,-35,5
Mdm2 MdmX PPI,13,21,4,-31,10,13,-17,26,19,17,19
APJ agonist,-2,-4,-1,4,-6,-6,-4,-4,2,2,-4
tim23-1 inh,-9,9,-1,14,4,10,-8,-10,-9,14,-10
Jurkat NFkB inh,-4,-23,6,-27,-3,4,-16,8,-1,-19,-3
UPR CHOP act,0.3,-1.0,-0.5,3.6,-1.0,-0.2,3.0,-1.6,1.3,1.8,0.5
APJ antag,-1,-5,5,10,-12,11,1,-1,5,11,10

3 entries already listed, ordered by length of the SMILES, low to high.
41: O=C(O)CCSc1nc2ccccc2n1Cc1ccccc1
46: CCC1(C)CC(C(CC(=O)O)c2ccc(C)cc2)CCO1 (stereo not given)
48: Cc1onc(-c2c(F)cccc2Cl)c1C(=O)NCCCN1CCOCC1
Compound,41,46,48
XBP1 UPR activ,-2,-2,1
697 NFkB inh,-2,6,2
Mdm2 MdmX PPI,13,13,26
APJ agonist,-2,-6,-4
tim23-1 inh,-9,10,-10
Jurkat NFkB inh,-4,4,8
UPR CHOP act,0.3,-0.2,-1.6
APJ antag,-1,11,-1
